Screening results from PubChem.
UHRF1 MBD2 ctr: UHRF1 methylated DNA binding inhibitors, primary screen, counter-screen for MBD2 inhibitor project, biochemical, TR-FRET, human UHRF1, single concentration; AID 687016, 2013; UHRF1 binding to methylated oligo; 370,000 tested, 0.75% active; inhibition, % at 4.4 µM; in the data active means inhibition above about 21%;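 further: UHRF1 SRA domain binding a hemimethylated CpG hairpin DNA probe; 0% = median of test compound wells and 100% = reference inhibitor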
Target sequence (Q96T88 whole entry, looked up, the tested form may be a part): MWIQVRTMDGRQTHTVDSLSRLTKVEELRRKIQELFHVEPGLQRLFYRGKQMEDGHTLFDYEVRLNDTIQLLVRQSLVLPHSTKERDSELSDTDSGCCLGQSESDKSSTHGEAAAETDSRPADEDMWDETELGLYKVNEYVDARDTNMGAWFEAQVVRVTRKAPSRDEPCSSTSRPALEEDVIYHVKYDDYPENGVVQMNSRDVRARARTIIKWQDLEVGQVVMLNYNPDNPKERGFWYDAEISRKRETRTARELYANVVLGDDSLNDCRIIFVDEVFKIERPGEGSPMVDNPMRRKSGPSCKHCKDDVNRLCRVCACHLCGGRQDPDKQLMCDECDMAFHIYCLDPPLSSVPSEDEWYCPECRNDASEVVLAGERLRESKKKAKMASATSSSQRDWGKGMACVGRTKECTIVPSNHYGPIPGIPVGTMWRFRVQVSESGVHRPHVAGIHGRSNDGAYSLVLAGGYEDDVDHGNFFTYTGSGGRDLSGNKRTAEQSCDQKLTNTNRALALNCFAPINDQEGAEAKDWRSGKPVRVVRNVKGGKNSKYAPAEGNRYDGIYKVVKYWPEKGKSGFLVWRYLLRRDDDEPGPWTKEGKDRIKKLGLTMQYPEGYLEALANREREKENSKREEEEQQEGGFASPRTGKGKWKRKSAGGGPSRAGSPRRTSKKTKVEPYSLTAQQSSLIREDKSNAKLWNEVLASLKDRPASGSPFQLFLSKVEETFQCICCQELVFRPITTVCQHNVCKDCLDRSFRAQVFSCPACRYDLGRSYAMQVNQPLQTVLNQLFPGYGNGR
SIAE primary: human SIAE inhibitors, primary screen, biochemical, fluorescence polarization, FP-Rh probe, 1536-well HTS; SIAE FP-Rh probe binding; inhibition, % at 9.66 µM; 370,000 tested, 0.69% active;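 active means inhibition above a cutoff: mean of compounds within the control limits plus 3 SD of those, cut at about 17% in these data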;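 further: 0% = plate median of compound wells and 100% = probe without SIAE protein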
MBD2 inh: inhibitors of MBD2 binding to methylated DNA, primary screen, biochemical, TR-FRET, DNA-binding domain, human; inhibition, % at 4.4 µM; MBD2 binding to methylated oligonucleotide; 370,000 tested, 0.31% active; Methyl-CpG-binding domain protein 2 (Homo sapiens), Q9UBB5; in the data active means inhibition above about 13%
GC-B act: human GC-B receptor activators, primary screen, HEK293 GC-B cells, cGMP TR-FRET, EC30 CNP. Atrial natriuretic peptide receptor 2 (Homo sapiens), P20594. 0% at EC30 CNP, 100% saturating CNP. activation, % at 10 µM. 370,000 tested, 0.11% active;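 active means activation at 10 µM reaching about 35% in either raw or pattern-adjusted values, limit read from the data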
rCAG binder: binders of r(CAG) RNA repeats, primary screen, biochemical, fluorescence | inhibition, % at 3 µM | r(CAG) RNA repeat, TO-PRO-1 dye displacement fluorescence | 370,000 tested, 1.3% active;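 active means inhibition above the plate cutoff, the mean of all test compounds on that plate plus 3 SD, cut at about 35% in these data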;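 further: 0% = DMSO alone and 100% = 100 µM mitoxantrone as full dye displacement; higher means more dye released from RNA so lower well fluorescence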
HTRA1 inh: HTRA1 serine protease inhibitors, primary screen, biochemical, fluorescence polarization, HTS. Q92743. recombinant HTRA1, FP-rhodamine activity-based probe. inhibition, % at 5.96 µM. 340,000 tested, 0.5% active. AID 504803, 2011; in the data active means inhibition above about 36%;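 further: 0% = enzyme with DMSO and 100% = wells lacking enzyme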
mABHD4 FP: ABHD4 inhibitors, primary screen, biochemical, fluorescence polarization, mouse | inhibition, % at 8.92 µM | 370,000 tested, 0.54% active | purified mABHD4, FP-Rh probe fluorescence polarization | (Lyso)-N-acylphosphatidylethanolamine lipase (Mus musculus), Q8VD66;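 active means inhibition exceeding the mean over every tested compound plus 3 SD, cut at about 30% in these data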;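 further: 0% = plate median of compound wells and 100% = S159A mutant with DMSO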
Target sequence (Q8VD66 whole entry, looked up): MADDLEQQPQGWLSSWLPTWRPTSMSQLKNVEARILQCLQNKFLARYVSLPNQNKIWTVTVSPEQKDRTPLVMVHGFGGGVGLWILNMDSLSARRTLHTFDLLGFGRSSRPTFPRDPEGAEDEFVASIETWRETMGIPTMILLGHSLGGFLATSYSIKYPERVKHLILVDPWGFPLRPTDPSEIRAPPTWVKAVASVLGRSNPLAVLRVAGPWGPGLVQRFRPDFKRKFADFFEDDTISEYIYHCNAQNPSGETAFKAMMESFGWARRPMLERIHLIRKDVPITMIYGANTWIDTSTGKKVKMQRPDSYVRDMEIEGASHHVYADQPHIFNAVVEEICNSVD
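Material: mouse ABHD4 enzyme, wild type; Benchmarks: S159A mutant high control, sample median low control; Buffer or medium: HEPES pH 7.0, NaCl, Pluronic buffer; Signal: fluorescence polarization; Read-out: percent inhibition of probe binding, normalized to plate controls; Timing: pre-incubation 45 min, probe exposure 60 min, at 25 °C; Dosing: 8.92 µM, single dose.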
NPR1 activator: GC-A stimulated cGMP production enhancers – HEK293 GC-A cells, cGMP TR-FRET, EC30 ANP, primary screen; Atrial natriuretic peptide receptor 1 (Homo sapiens), P16066; 0% at EC30 ANP, 100% saturating ANP; activation, % at 10 µM; 370,000 tested, 0.14% active; AID 1671463, 2021; in the data active means activation above about 40%
PRMT1 inh: PRMT1 methyltransferase inhibitors, primary screen, biochemical, fluorescence polarization. recombinant PRMT1, activity-based probe fluorescence polarization. Protein arginine N-methyltransferase 1 (Homo sapiens), Q99873. inhibition, % at 2.79 µM. 370,000 tested, 1.3% active;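 active means inhibition above about 21% made by adding two undisclosed values, limit read from the data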
TCR-CD3 inh: inhibitors of human TCR-CD3 interaction, primary screen, biochemical, fluorescence, TAMRA-labeled TCR probe; T-cell receptor (TCR); inhibition, % at 9.4 µM; 360,000 tested, 0.37% active; AID 651800, 2012; in the data active means inhibition above about 19%;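 further: recombinant mutant TCR 2C K166C tagged with TAMRA read by polarization; 0% = receptor in buffer alone and 100% = receptor with positive control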
* = called active by the depositor; · = not tested or not shown. This is a subset; the hit share may differ from the screen's.

SMILES | UHRF1 MBD2 ctr | SIAE primary | MBD2 inh | GC-B act | rCAG binder | HTRA1 inh | mABHD4 FP | NPR1 activator | PRMT1 inh | TCR-CD3 inh
N#CCc1ccc(OC(=O)c2ccncc2)cc1 | 4 | -4 | 4 | -2 | -2 | 1 | 4 | 6 | 5 | -6
CC(C(=O)Nc1ccc2c(c1)OCCO2)N(C)Cc1c(F)cccc1Cl (stereo unspecified) | 3 | 2 | -1 | 4 | -5 | -18 | 10 | -2 | 4 | 4
Cc1ccccc1C(=O)Oc1cc(N)n(S(=O)(=O)c2ccccc2)n1 | 4 | -4 | 6 | 5 | 7 | 14 | -7 | 22 | 2 | -4
CCCCC1(CC)COC(c2ccccc2)OC1 (stereo unspecified) | 1 | -1 | 3 | 0 | 0 | · | 3 | -5 | -1 | -1
CCc1nc2ccc(C(=O)NCc3ccc4c(c3)OCO4)cn2c1N(CC)CCOC | -1 | 7 | 2 | 6 | 1 | · | -8 | 3 | -4 | -2
CCOc1ccccc1N(CC(=O)NCCOC)C(=O)CCC(=O)Nc1ccccn1 | 0 | -2 | 1 | -2 | -1 | -1 | -2 | 3 | 2 | 0
Cc1ccc(-c2noc(CN(C(=O)c3cccc(Br)c3)C(C)C)n2)cc1 | -1 | -2 | 5 | -4 | 0 | -31 | 25 | -1 | 0 | 4
COc1ccc(C2SCC(=O)N2c2ccccc2)cc1 (stereo unspecified) | 22* | -3 | 11 | -5 | -4 | -4 | 4 | -5 | 4 | -4
CC1(C)C[C@@H]1C(=O)N/C(=C\CCCCSC[C@H](N)C(=O)O)C(=O)O | -3 | 6 | -2 | -6 | 20 | -3 | -5 | 5 | -7 | 4
O=C(c1ccc2c(c1)OCCCO2)N1CCCCC1 | 8 | -6 | 10 | 2 | -6 | 6 | -3 | -3 | 6 | -1
COc1ccc(/C=C/C(=O)OCC(=O)NC2CCCC2)cc1OC | -2 | 3 | -5 | 0 | 1 | 4 | 0 | 2 | -2 | -1
CCOC(=O)C1CCCN(Cc2ccc(OCc3ccccc3)c(OC)c2)C1 (stereo unspecified) | 2 | -2 | 5 | 5 | -10 | -9 | 9 | 3 | -6 | 1
O=C(Cc1ccccc1F)Nc1ccccc1-c1ccccc1 | 2 | 4 | -2 | -3 | -3 | 2 | -10 | -5 | -4 | 7
O=C(Nc1ccccc1Br)C1CC(=O)N(c2ccc3c4c(cccc24)CC3)C1 (stereo unspecified) | 0 | 1 | 2 | 2 | 2 | -15 | -10 | 5 | 0 | 3
Cc1ccc(-c2cc(C(=O)N3CC(C)CC(C)C3)c3ccccc3n2)o1 (stereo unspecified) | -2 | 1 | -2 | 2 | 11 | -6 | 14 | -8 | 64* | 3
O=C(CN1C(=O)NC2(CCCCCC2)C1=O)NCc1ccc(F)cc1 | 0 | -2 | 1 | 5 | 0 | -1 | -3 | 1 | 4 | -4
CNC(=O)COC(=O)/C=C/c1c(C)nn(-c2ccccc2)c1C | -2 | -2 | 0 | 2 | 1 | 8 | -3 | 0 | 0 | 2
COc1cccc(C2c3[nH]c4ccccc4c3CCN2Cc2cccn2-c2ncccn2)c1 (stereo unspecified) | 0 | 4 | 5 | -4 | 5 | -34 | 0 | -16 | 2 | 3
CC1(C)CC(=O)C(C=Nc2ccccc2C(=O)O)=C(O)C1 | -1 | 6 | -4 | 1 | -2 | 10 | 1 | -1 | 2 | 5
Cc1cc(C)c2c(=O)n3c(nc2c1)C(C)NC(=O)c1cccnc1-3 (stereo unspecified) | -1 | 1 | -1 | -1 | 1 | 1 | 5 | 2 | 2 | 0
CCN(CC)C(=O)[C@H]1CC(CC(=O)NC(C)(C)C)C(=O)N2CCc3c([nH]c4ccc(OC)cc34)[C@]12C (stereo partly specified) | -1 | 0 | -6 | -3 | -3 | 2 | -6 | 0 | -5 | 7
O=S(=O)(NCCCc1ccccc1)c1ccccc1 | 1 | 6 | 2 | 5 | 0 | -9 | -2 | 1 | -1 | 2
CN(C)Cc1ccccc1 | 0 | -6 | 0 | -2 | 2 | · | -3 | 2 | 0 | 5
COc1ccc(NC(=O)C[C@H]2C(=O)N(c3ccc(OC)cc3)C[C@@H]2c2ccc(Br)cc2)cc1 | -2 | -1 | 1 | 1 | 10 | -38 | -1 | -4 | 1 | 1
Cn1c(=O)c(-c2cc(Br)ccc2N)nc2ccccc21 | -3 | 4 | -5 | 6 | -1 | 1 | 5 | 0 | 0 | 5

(continued)
SMILES | UHRF1 MBD2 ctr | SIAE primary | MBD2 inh | GC-B act | rCAG binder | HTRA1 inh | mABHD4 FP | NPR1 activator | PRMT1 inh | TCR-CD3 inh
CC[C@@]1(C(=O)OC)N[C@H](CN(C)C(=O)c2ccc(F)cc2)[C@@H]2C(=O)N(Cc3ccccc3)C(=O)[C@@H]21 | 1 | -3 | 1 | -1 | 1 | 1 | 2 | 2 | -3 | -1
COc1ccccc1OC(=O)CCN1c2ccccc2Sc2ccccc21 | 2 | 6 | -4 | 1 | 6 | 5 | 4 | -10 | -1 | 1
COc1ccc(CC2SC(=Nc3ccc(F)cc3)NC2=O)cc1 (stereo unspecified) | 1 | 2 | 0 | -3 | -1 | -9 | -6 | 0 | 5 | -7
CC(C)Cn1ccc(=O)n(CC(C)C)c1=O | 1 | -1 | 2 | 0 | -2 | 1 | 5 | 3 | 4 | -4
COc1ccc(/C=N/NC(=O)c2cccc([N+](=O)[O-])c2)cc1OC(=O)c1ccccc1 | 0 | -54 | 0 | · | 7 | -20 | -18 | · | -2 | 4
Cc1ccc(C)c(NC(=O)/C(C#N)=C/c2cn(CC(=O)NCc3ccco3)c3ccccc23)c1 | 1 | -94 | -2 | 0 | 4 | -4 | -5 | 0 | -4 | 1
c1ccc(-c2nnnc3ccccc23)cc1 | -1 | 6 | 2 | 5 | -1 | 3 | -3 | -6 | -2 | 0
COc1ccc2c(c1)C(=O)N(c1ccccc1)C(=O)C2 | -1 | 0 | -4 | -1 | 6 | 0 | 5 | -2 | 2 | -5
Cc1cc(=O)oc(C)c1C(=O)NNC(=O)C1(C)CC1Br (stereo unspecified) | 0 | 4 | -7 | 3 | 1 | 7 | -6 | 0 | -4 | -1
O=C(CN1C(=O)CSc2ccc(S(=O)(=O)N3CCCCC3)cc21)NCc1cccnc1 | 4 | 5 | 12 | -1 | 1 | 1 | -2 | -2 | 0 | 4
Cc1nnc2ccc(-c3cccc(NC(=O)c4ccc(Br)o4)c3)nn12 | -3 | -5 | -6 | 5 | 0 | -8 | 0 | 3 | -1 | 0
CCOC(=O)[C@]12CCCC=C1N(Cc1ccc3c(c1)OCO3)C(=O)[C@H](CC(=O)N1CCCCC1)C2 | -1 | 2 | 1 | -6 | -1 | · | 7 | -1 | 3 | 0
COc1cccc(CN2CCNC(=O)C2CC(=O)NCc2cn3ccc(C)cc3n2)c1OC (stereo unspecified) | 0 | -1 | 3 | 2 | -4 | 0 | 5 | 2 | 3 | -9
O=C(Nc1nnc(Cc2ccccc2)s1)Nc1ccccc1F | 4 | -11 | 3 | 1 | 8 | -2 | -12 | 2 | -1 | -3
CCOc1ccc(NC(=O)c2ccc(F)cc2F)cc1 | 0 | 2 | 2 | -1 | -4 | -7 | -1 | -1 | -4 | -4
c1cnc2ccc(-c3ccc4ncccc4c3)cc2c1 | -12 | -1 | -3 | -12 | 4 | -11 | 8 | -24 | 0 | -3
OC(c1ccc(F)cc1)c1ncc(-c2ccc3ccccc3c2)[nH]1 (stereo unspecified) | 2 | -1 | -5 | -4 | 4 | · | -4 | -2 | -8 | -3
CCCCNC(=O)O[C@H]1CC[C@@]23CCCN2C(=O)CCC[C@H]3C1 | 2 | -1 | -1 | -7 | · | · | 7 | 1 | 3 | ·
CCOc1ccc(NC(=O)COc2ccc(C(=O)N3CCC(C(N)=O)CC3)cc2OC)cc1 | -1 | 2 | 2 | 2 | -6 | 4 | 1 | 1 | -2 | -3
O=C1C(NC(=O)C(F)(F)Br)CCCCN1Cc1cccc(C(F)(F)F)c1 (stereo unspecified) | -1 | -2 | -3 | -2 | 0 | · | -6 | -3 | 0 | ·
O=C(c1ccccc1)N1CCCC(c2nc3c(nnn3Cc3ccccc3)c(=O)[nH]2)C1 (stereo unspecified) | -2 | 3 | 2 | -1 | -1 | 2 | -5 | 6 | -3 | 3
CCc1cccc(NC(=O)CCc2c(C)nn(-c3ccc(N4CCOCC4)nn3)c2C)c1 | 7 | 5 | 7 | 6 | -3 | -3 | 0 | 0 | 3 | -4
C=CCN(CC(=O)c1sc(C(=O)OCC)nc1C)c1cccc(Br)c1 | -4 | 9 | -3 | -3 | 1 | -19 | 5 | -2 | 5 | 2
Cn1c(SCC(=O)NCC2CCCO2)nnc1-c1ccc(S(=O)(=O)N2CCCC2)cc1 (stereo unspecified) | 0 | 0 | -6 | 0 | 3 | -3 | -3 | 2 | -5 | 2
C=CCn1cc(/C=N/Nc2nc3ccccc3[nH]2)c2ccccc21 | -10 | 56* | 3 | -6 | 17 | 41* | 25 | -7 | -3 | -1
O=C(COc1ccccc1)NCC(=O)Nc1cccc2ccccc12 | -2 | -2 | 1 | -2 | 1 | -3 | -18 | 1 | -1 | 0
COC(=O)C1CN(Cc2cn(Cc3ccc(F)cc3)nn2)CCS(=O)(=O)N1Cc1ccc(Cl)cc1 (stereo unspecified) | 3 | -4 | 1 | -4 | -1 | · | 2 | 0 | -1 | ·
CCOC(=O)NNC(=O)C1CCC(C)CC1 (stereo unspecified) | -1 | -1 | -1 | 5 | 1 | -1 | -2 | -5 | -3 | 6
NC(Cc1ccc(F)cc1)c1csc(Nc2ccc(C(F)(F)F)cn2)n1 (stereo unspecified) | -2 | 0 | -2 | 2 | 16 | · | 27 | -6 | 0 | -3
CC1(c2nnnn2-c2ccc3c(c2)OCCO3)CCC(=O)N1Cc1ccc(F)cc1 (stereo unspecified) | 1 | -3 | 2 | 0 | 0 | · | 4 | 1 | -3 | -2

Single records (already shown). Order of values: UHRF1 MBD2 ctr | SIAE primary | MBD2 inh | GC-B act | rCAG binder | HTRA1 inh | mABHD4 FP | NPR1 activator | PRMT1 inh | TCR-CD3 inh
`CCOc1ccc(NC(=O)c2ccc(F)cc2F)cc1` as listed: 0 | 2 | 2 | -1 | -4 | -7 | -1 | -1 | -4 | -4
`O=C1C(NC(=O)C(F)(F)Br)CCCCN1Cc1cccc(C(F)(F)F)c1` (stereo unspecified) as listed: -1 | -2 | -3 | -2 | 0 | · | -6 | -3 | 0 | ·
`Cn1c(SCC(=O)NCC2CCCO2)nnc1-c1ccc(S(=O)(=O)N2CCCC2)cc1` (stereo unspecified) as listed: 0 | 0 | -6 | 0 | 3 | -3 | -3 | 2 | -5 | 2
`COc1ccc(/C=N/NC(=O)c2cccc([N+](=O)[O-])c2)cc1OC(=O)c1ccccc1` as listed: 0 | -54 | 0 | · | 7 | -20 | -18 | · | -2 | 4
`C=CCn1cc(/C=N/Nc2nc3ccccc3[nH]2)c2ccccc21` as listed: -10 | 56* | 3 | -6 | 17 | 41* | 25 | -7 | -3 | -1
